# TDP1 cell noCPT – qHTS for Inhibitors of human tyrosyl-DNA phosphodiesterase 1 (TDP1): qHTS in cells in absence of CPT | DT40 Tdp1-/- hTDP1 cells, no CPT, ATP luminescence, 48 h | Potency, µM (doses to about 46.2 µM), without a hit: at the highest dose activity change, negative = growth inhibition, hits mostly inhibitors | hit rate 15% among 420,000; also: nearly all actives have a fitted effect of over 55% in size
#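 No-CPT arm: Tdp1-/-;hTDP1 DT40 cells (400/well) plus compounds, incubated ≥48 hr at 37 °C. Readout CellTiter-Glo luminescence.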
# DT40 TDP1 CPT – DT40-hTDP1 cell growth loss with CPT | chicken DT40 Tdp1-/-;hTDP1 cells + 20 nM CPT, ATP luminescence, 48 h | hit rate 12% among 420,000 | AID 686979 | Potency, µM (titrated, usually from 46.2 µM), without a hit: at the highest dose activity change, negative = growth inhibition, actives largely listed as inhibitors; also: nearly all actives have a fitted effect of over 55% in size
#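 Cell growth measured by CellTiter-Glo luminescence after a minimum 48 h, 37 C compound exposure with 20 nM CPT in Tdp1-knockout DT40 cells stably expressing hTDP1, seeded 400/well; qHTS titration format.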
# TDP1 block – TDP1 (human) enzyme inhibition; Q9NUW8; recombinant TDP1, AlphaScreen DNA substrate cleavage; Potency, µM (series often up to 130 µM), for the others: at the top dose activity change, negative = inhibition, actives largely listed as inhibitors; hit rate 0.28% among 350,000; AID 485290; also: nearly all actives have a fitted effect of over 40% in size
# Target sequence (Q9NUW8 whole entry, looked up): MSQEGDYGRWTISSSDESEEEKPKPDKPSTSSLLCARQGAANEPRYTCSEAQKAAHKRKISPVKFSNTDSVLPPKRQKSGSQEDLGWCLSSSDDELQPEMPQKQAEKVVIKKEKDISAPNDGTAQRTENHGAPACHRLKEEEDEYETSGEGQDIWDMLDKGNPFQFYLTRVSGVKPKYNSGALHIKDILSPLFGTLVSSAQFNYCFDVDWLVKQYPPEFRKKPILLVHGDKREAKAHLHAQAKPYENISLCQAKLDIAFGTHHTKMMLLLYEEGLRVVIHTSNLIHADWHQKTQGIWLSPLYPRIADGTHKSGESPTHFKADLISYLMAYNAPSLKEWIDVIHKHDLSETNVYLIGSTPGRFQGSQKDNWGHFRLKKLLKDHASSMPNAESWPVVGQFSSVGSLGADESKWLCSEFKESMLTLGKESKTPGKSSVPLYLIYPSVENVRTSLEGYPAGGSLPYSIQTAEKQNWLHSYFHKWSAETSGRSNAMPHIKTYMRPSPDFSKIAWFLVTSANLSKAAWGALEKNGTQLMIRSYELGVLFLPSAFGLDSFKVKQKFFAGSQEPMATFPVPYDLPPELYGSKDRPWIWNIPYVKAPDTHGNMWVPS
#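 Signal: AlphaScreen proximity between streptavidin donor and anti-FITC acceptor beads on intact substrate. Reaction: Tdp1 1 nM, substrate 15 nM final, 5 min RT after 15 min compound preincubation.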
# * marks the source's active call; other numbers are inactive results; ? = inconclusive; · = not tested or not shown; & = joins results of further samples; [ ] = dose if it differs, or a comment. Calls follow the shape of the dose curve; as a rule, active = well fitted curve in the direction sought with a large enough effect; inconclusive = small, poorly fitted or top-dose-only effect, or another doubt; inactive = no such curve, though single readings can be large; an effect the other way counts as inactive or inconclusive. % is scaled to controls: 0 for no effect and ±100 for the full control effect; potency is read from the fitted curve at half-maximal effect.
SMILES,TDP1 cell noCPT,DT40 TDP1 CPT,TDP1 block
O=C(O)C1(Nc2ccc(Br)cc2)CCCC1,1%,-9%,·
CCC1S/C(=N/S(=O)(=O)c2ccc(N)cc2)NC1=O (stereo not drawn),9%,8%,·
Cc1cc(C)nc(SCc2nnc(SCC(=O)Nc3nccs3)n2C)n1,10%,12%,-5%
Cc1cccc(C)c1NC(=O)CN(C)C(=O)CCC(=O)c1ccccc1,7%,-18%,-1%[56.1 µM]
O=c1[nH]c(N/N=C/c2ccc(O)cc2)nc2ccccc12,23µM*,26µM*,1%
COCCn1cc(C(=O)NCCCOC(C)C)c2c3ccccc3n(C)c2c1=O,0%&-18%,7%&-28%,-3%
CC(C)N(Cc1ccccc1)C(=O)C1CCN(c2ncnc3c2nc2n3CCCCC2)CC1,18µM*,?,2%
Cc1ccc(C(=O)N2CCC(n3nccc3NC(=O)Nc3cccc(F)c3)CC2)cn1,10%,2%,3%
O=C1Nc2ccc(Br)cc2C12OCCO2,7%,8%,·
Cc1cccc(C)c1NC(=O)C(c1ccncc1)N1CCN(CCN(C)C)CC1 (stereo not drawn),14%,11%,·
O=C(Nc1cccc2ccccc12)NC1CCS(=O)(=O)C1 (stereo not drawn),1%,-3%,5%
CC(C)CCN1CCN(C/C=C/c2ccco2)CC1CCO (stereo not drawn),8%,-17%,-5%
COc1ccc(CN2CCC[C@]3(N[C@H](c4ccc(C(F)(F)F)cc4)[C@@H]4C(=O)N(Cc5ccccc5)C(=O)[C@@H]43)C2=O)cc1,?,?,·
COc1ccc(CCCNC(=O)C2CCC(=O)N(CC3CCCCC3)C2)cc1 (stereo not drawn),18µM*,16µM*,·
Cc1cc(C)cc(NC(=O)Cn2nnc(C(=O)NCc3ccc4c(c3)OCO4)c2N)c1,0%,-4%,-18%
Cc1ccc(C)c(CS(=O)(=O)c2cn(CC(=O)N3CCCCC3)c3ccccc23)c1,-22%,-1%,3%
O=C(CC1CCCCC1)N1CCN(c2ccccn2)CC1,-2%,-13%,7%
CCOc1ccc(C(=O)Cc2ccccc2)cc1,-20%,21%,·
COCCNCCCOc1ccc(C)cc1Br,?,?,12%
CCOC(=O)c1cc(CC)sc1/N=C/C1=C(O)CCCC1=O,-23%,-15%,0%
CC1=C(C(=O)Nc2ccc(C)cc2C)C(c2cc(Br)ccc2F)n2ncc(C(=O)Nc3ccc(C)cc3)c2N1 (stereo not drawn),12µM*,?,-5%
CCOc1ccc(N(CC(=O)NCCSCc2ccc(Cl)cc2)S(C)(=O)=O)cc1,?,?,·
CC1C(=O)N(Cc2cn(CC3CCCCC3)nn2)CCS(=O)(=O)N1Cc1ccc(-c2ccc(F)nc2)cc1 (stereo not drawn),-24%,?,·
Cc1csc(SCC(=O)Nc2ccc(C)c(F)c2)n1,?,-6%,-1%[56.1 µM]
Cc1ccc(S(=O)(=O)N2CCN(c3nc(CN4CCCC4)nc4sc(C)c(C)c34)CC2)cc1,?,?,5%
CCOc1ccc(Nc2oc(/C=C/c3ccc(OC)c(OC)c3)nc2C#N)cc1,?,?,5%
O=C(Cn1cnc2ccccc21)OCC(=O)N1CCc2ccccc2C1,-18%,-15%,-2%
CCCN(CCC)C(=O)Nc1ccc(F)cc1F,7%,-16%,6%
O=S(=O)(c1ccccc1)c1nc(-c2ccccc2F)oc1NCc1cccnc1,6%,-2%,1%
COc1ccc(CCNc2ncnc3c2cnn3-c2ccc(C)cc2)cc1,?,?,3%
COc1ccc(-c2cc(-c3nnc(COC(=O)C4CC4C)o3)c3ccccc3n2)cc1OC (stereo not drawn),16µM*,21µM*,5%
CCCS(=O)(=O)c1c(Nc2ccccc2C)sc(C(=O)c2ccccc2)c1N,16µM*,?,3%
Cc1cc(/C=N/NC(=O)COc2cccc3cccnc23)c(C)n1-c1ccc(O)cc1,-2%,-18%,3%
Cc1cnc(NC(=O)CSc2nc3ccccc3s2)s1,-5%,-21%,8%
CCN(CC)CCCNC(=O)C1CCC(CNS(=O)(=O)c2ccc(Cl)cc2)CC1 (stereo not drawn),-4%,?,·
CN(C)CCCNC(=O)c1ccc(CN(c2ccccc2)S(C)(=O)=O)cc1,-11%,-18%,2%
COc1cccc(NC(=O)CN(C)C(=O)c2ccccc2CCc2ccccc2)c1,?,?,0%
CN(C)CCOc1nc(-c2ccccc2)nc2c1oc1ccccc12,23µM*,?,3%
FC(F)C(F)(F)C1=CC(c2cccs2)=NCCN1,?,0%,-9%
CC(=O)N1CCc2cc(S(=O)(=O)NC(C(=O)NC3CCCc4ccccc43)C(C)C)ccc21 (stereo not drawn),?,?,-2%
Cc1cccc(C)c1OCCNC(=O)CCC(=O)c1ccccc1,-23%,6%,8%
CCOC(=O)C1=CN(Cc2ccco2)S(=O)(=O)N(C)C1c1cccc(OC)c1 (stereo not drawn),-16%,?,2%[56.1 µM]
Cn1c(SCc2ccccc2Cl)nc(=O)c2c1NC(=O)CC2c1cc(F)ccc1F (stereo not drawn),?,?,-3%
O=C1CCC(=O)N1c1ccc(CSc2nc3ccccc3[nH]2)cc1,?,-9%,4%
COc1cc(/C=C2/SC(=O)N(CC(=O)N3CCCC3)C2=O)ccc1Oc1ccc([N+](=O)[O-])cn1,21µM*,?,8%[56.1 µM]
Cc1ccc(S(=O)(=O)N2CCCCC2)cc1C(=O)N(C)CC(=O)Nc1cccc(F)c1,?,?,0%[0.505 µM]
O=C(COC(=O)CNC(=O)c1ccc(Cl)c([N+](=O)[O-])c1)NC(=O)c1ccccc1,8%,-14%,1%
CC(=O)N1N=C(c2ccncc2)OC12CCCCC2,0%,-10%,2%
Cc1cc(C)n2nc(C(F)(F)F)c(-c3ccccc3)c2n1,-2%,-11%,3%
COc1ccc(/C=C/C(=O)NC2CCN(Cc3ccccc3)CC2)cc1OC,-5%,-8%,6%
O=C(CCC(=O)c1ccc(Oc2ccccc2)cc1)Nc1cccc(Cl)c1Cl,-13%,5%,·
O=C(Oc1ccc[nH]c1=O)c1ccc(F)cc1,-12%,48%[activator],·
O=C(CNC(=O)c1ccccc1F)NCCOc1ccccc1Cl,30%,-9%,3%
Cc1cc(NS(=O)(=O)c2ccc(NC(=O)c3ccccc3C)cc2)nc(C)n1,6%,-10%,-3%
COc1ccc(N2CCN(C(=O)C3CCCN3S(=O)(=O)c3cccc4nsnc34)CC2)cc1 (stereo not drawn),?,-6%,1%
Cc1cc(C)cc(NC(=O)c2nccnc2C(=O)O)c1,-2%,5%,-12%
Cc1cc2oc(=O)cc(C)c2c(=O)o1,-17%,-9%,-3%
CCCN(C(=O)c1ccc(N2CCCC2=O)cc1)c1c(N)n(Cc2ccccc2)c(=O)[nH]c1=O,2%,-1%,·
Cc1cc(SCNC(=O)c2ccccc2)nc(C(C)C)n1,-18%,-11%,0%
Cc1cc(C)c2c(=O)cc(C(=O)Nc3c(C)n(C)n(-c4ccccc4)c3=O)oc2c1,-22%,6%,5%

# The list continues:
SMILES,TDP1 cell noCPT,DT40 TDP1 CPT,TDP1 block
O=[N+]([O-])c1ccc(N2CCN(S(=O)(=O)c3ccc4ccccc4c3)CC2)cc1NCC1CCCO1 (stereo not drawn),-17%,26%,3%
Cn1c(C(=O)NCc2ccc(F)cc2)cc2c(=O)n(C)c3ccccc3c21,5%,5%,8%
COc1cc(CN2C[C@@H](CO)O[C@@H](n3cnc4c(NC5CC5)ncnc43)C2)cc(OC)c1OC,-16%,8%,·
CCOC(=O)C1=C(C)Nc2ccccc2N=C1NC(=O)c1ccc(Cl)c(S(=O)(=O)N2CCCC2)c1,?,-22%,0%
CCOc1ccc2nc(NC(=O)CSCC(=O)Nc3cc(C)on3)sc2c1,1%,3%,-1%
CCN(CC)S(=O)(=O)c1ccc(C(=O)NCc2n[nH]c(=S)n2Cc2ccccc2)cc1,-2%,-8%,5%
CCOC(=O)c1c(N)sc(C(O)(C(F)(F)F)C(F)(F)F)c1-c1ccc(OC)cc1OC,?,?,2%
CSCC[C@H](NC(=O)[C@H]1N2C(=O)c3ccccc3C2SC1(C)C)C(=O)NCc1ccncc1 (stereo partly drawn),9%,-15%,2%
COc1cccc(C(=O)NCCS(=O)(=O)NCc2ccc(Cl)cc2)c1,-11%,-1%,·
CCN(CC)S(=O)(=O)c1ccc(NC(=O)COC(=O)c2ccc(Br)o2)cc1,-16%,-13%,3%
N#Cc1cc2c(nc1SC1CCCCC1O)CCCC2 (stereo not drawn),-25%,-8%,3%
c1ccc(-c2nc3nc4ccccc4nc3n2Cc2ccco2)cc1,22µM*,?,-5%
COc1ccc(C(CNC(=O)Cn2[nH]c(=O)c3ccccc3c2=O)N2CCCC2)cc1 (stereo not drawn),?,?,5%
Cc1cc(C(=O)OCC(=O)NCc2ccc3c(c2)OCO3)c2ccccc2n1,?,-7%,3%
Cc1ccc(C(C)C)c(OCc2ccc(C(=O)N/N=C/c3ccc(O)c(O)c3)cc2)c1,2.1µM*,2.3µM*,0%
O=C(c1ccco1)N1CCN(c2ncnc3c2[nH]c2ccc(Br)cc23)CC1,23µM*,?,9%
CC[C@]12c3[nH]c4ccccc4c3CCN1C(=O)C(CC(=O)NC(C)(C)C)C[C@@H]2C(=O)N1CCN(C(=O)C2CC2)CC1 (stereo partly drawn),-12%,-6%,1%
CCN(CC)C(=O)Cn1cc(SCC(=O)NC2CCCC2)c2ccccc21,-11%,15%,1%
CCS(=O)(=O)n1nc(-c2ccccc2)nc1SCc1ccccc1,-12%,?,·
COc1cc(C(=O)NNC(=O)c2cccc(Cl)c2)ccc1OCC(=O)N1CCOCC1,-14%,-18%,0%
CC(C)n1c(N2CCN(C(=O)Nc3ccc(Cl)cc3)CC2)nc2ccccc21,-27%,-30%,-6%
CC1(C)Cc2c(sc3nn[nH]c(=O)c23)CO1,6%,-4%,-1%
CCOc1cc2[nH]c(=S)n(Cc3ccc(C(=O)NCCCN4CCOCC4)cc3)c(=O)c2cc1OCC,18µM*,?,2%
Cn1nnc(NC(=O)c2ccccc2F)n1,-16%,-10%,6%
C/C(=N\NC(=O)c1cc(-c2ccc(Br)s2)[nH]n1)c1ccncc1,?,-22%,·
Cc1cc2cc(NC(=O)c3ccco3)ccc2[nH]1,-8%,-2%,-1%
COc1ccc(-c2nc3cnc(OC)nc3n(CCC#N)c2=O)cc1,-3%,-8%,·
COc1ccc(N(C(=O)c2cnsn2)C(C(=O)NC2CCCCC2)c2ccncc2)cc1 (stereo not drawn),-16%,?,-6%
CC(C)(C)c1ccc(-n2ncc3c2CCCC3NC(=O)CCN2CCCC2=O)cc1 (stereo not drawn),2.1µM*,6.5µM*,4%

# 17 structures from above, ordered by SMILES length, ascending.
SMILES,TDP1 cell noCPT,DT40 TDP1 CPT,TDP1 block
Cn1nnc(NC(=O)c2ccccc2F)n1,-16%,-10%,6%
N#Cc1cc2c(nc1SC1CCCCC1O)CCCC2 (stereo not drawn),-25%,-8%,3%
CC1(C)Cc2c(sc3nn[nH]c(=O)c23)CO1,6%,-4%,-1%
c1ccc(-c2nc3nc4ccccc4nc3n2Cc2ccco2)cc1,22µM*,?,-5%
CCS(=O)(=O)n1nc(-c2ccccc2)nc1SCc1ccccc1,-12%,?,·
COc1ccc(-c2nc3cnc(OC)nc3n(CCC#N)c2=O)cc1,-3%,-8%,·
CCN(CC)C(=O)Cn1cc(SCC(=O)NC2CCCC2)c2ccccc21,-11%,15%,1%
C/C(=N\NC(=O)c1cc(-c2ccc(Br)s2)[nH]n1)c1ccncc1,?,-22%,·
O=C(c1ccco1)N1CCN(c2ncnc3c2[nH]c2ccc(Br)cc23)CC1,23µM*,?,9%
CC(C)(C)c1ccc(-n2ncc3c2CCCC3NC(=O)CCN2CCCC2=O)cc1 (stereo not drawn),2.1µM*,6.5µM*,4%
CCN(CC)S(=O)(=O)c1ccc(NC(=O)COC(=O)c2ccc(Br)o2)cc1,-16%,-13%,3%
COc1cc(C(=O)NNC(=O)c2cccc(Cl)c2)ccc1OCC(=O)N1CCOCC1,-14%,-18%,0%
COc1ccc(N(C(=O)c2cnsn2)C(C(=O)NC2CCCCC2)c2ccncc2)cc1 (stereo not drawn),-16%,?,-6%
COc1ccc(C(CNC(=O)Cn2[nH]c(=O)c3ccccc3c2=O)N2CCCC2)cc1 (stereo not drawn),?,?,5%
Cc1ccc(C(C)C)c(OCc2ccc(C(=O)N/N=C/c3ccc(O)c(O)c3)cc2)c1,2.1µM*,2.3µM*,0%
CCOc1cc2[nH]c(=S)n(Cc3ccc(C(=O)NCCCN4CCOCC4)cc3)c(=O)c2cc1OCC,18µM*,?,2%
CC[C@]12c3[nH]c4ccccc4c3CCN1C(=O)C(CC(=O)NC(C)(C)C)C[C@@H]2C(=O)N1CCN(C(=O)C2CC2)CC1 (stereo partly drawn),-12%,-6%,1%

# Assay outcomes deposited in PubChem by National Center for Advancing Translational Sciences (NCATS).
